Bioassay records deposited in PubChem BioAssay by National Center for Advancing Translational Sciences (NCATS).
MLL CXXC-DNA inh: blocks binding of human MLL CXXC domain to DNA. MLL-CXXC / FITC-HOXA9 DNA fluorescence polarization. Potency, µM (doses to about 115 µM), for inactives: at the highest dose activity change, negative = inhibition, most hits filed as inhibitors. 0.037% of 290,000 active; active = well fitted inhibition curve with a large enough effect in the polarisation, with a control signal flat, not every such curve was filed as active; inconclusive = small, poorly fitted or top-dose-only effect, or effect the other way, or a change in a side signal; inactive = no such curve, though single readings can be large or run the other way; the % refers to the polarisation
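Purified MLL-CXXC (added from a 7 uM solution) was preincubated 5 min at ambient with pinned compounds in 50 mM Tris-HCl pH 7.5, 50 mM NaCl, 1 mM DTT, 0.05% BSA. Fluorescein-labeled HOX-A9 DNA (50 nM solution) followed, 30 min, then polarization read.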
uPA generation: inhibitors of cell surface uPA generation; cell surface uPA generation assay, qHTS; Potency, µM (top dose mostly 38.3 µM), without a hit: at the highest dose activity change, negative = inhibition, most hits filed as inhibitors; 0.31% of 330,000 active; active = well fitted inhibition curve with a large enough effect; inconclusive = small, poorly fitted or top-dose-only effect; inactive = no such curve, though single readings can be large or run the other way; tested in mouse RAW 264.7 cells; also: % is scaled to controls: 0 for no effect and ±100 for the full control effect; nearly all actives have a fitted effect of over 55% in size
MBNL1 CUG block: MBNL1-poly(CUG) RNA binding inhibition. Q9NR56. AID 2675. Potency, µM (highest dose often 57.5 µM), inactives show at the highest dose activity change, negative = inhibition, actives largely listed as inhibitors. TR-FRET MBNL1-His/biotin-(CUG)12 binding, 665/545 ratio. 0.036% of 280,000 active; active = well fitted inhibition curve with a large enough effect in the signal ratio, with a control signal flat, not every such curve was filed as active; inconclusive = small, poorly fitted or top-dose-only effect, or effect the other way, or a change in a side signal; inactive = no such curve, though single readings can be large or run the other way; the % refers to the signal ratio; also: % is scaled to controls: 0 for no effect and ±100 for the full control effect
Target sequence (Q9NR56 whole entry, looked up): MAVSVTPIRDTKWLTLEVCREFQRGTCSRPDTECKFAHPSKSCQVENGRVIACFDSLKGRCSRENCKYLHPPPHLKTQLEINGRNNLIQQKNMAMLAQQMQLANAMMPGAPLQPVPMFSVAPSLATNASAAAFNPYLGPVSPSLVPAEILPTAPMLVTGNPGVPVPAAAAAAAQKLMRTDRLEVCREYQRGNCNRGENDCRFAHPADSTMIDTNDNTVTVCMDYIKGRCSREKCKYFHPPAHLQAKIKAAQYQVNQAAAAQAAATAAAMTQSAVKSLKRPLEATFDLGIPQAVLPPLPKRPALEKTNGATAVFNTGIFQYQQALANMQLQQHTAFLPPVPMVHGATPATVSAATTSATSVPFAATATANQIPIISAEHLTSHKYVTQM
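TR-FRET between His-tagged MBNL1 and biotin-(CUG)12 RNA, detected with Tb anti-His antibody (0.055 ng/ul) and streptavidin-XL665 (5 nM), 60 min at room temperature. Compounds titrated 92 nM to 58 uM; 665/545 nm ratio normalized to buffer and complex controls.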
NPC1 promoter act: NPC1 promoter activation | Huh7 NPC1 promoter luciferase reporter, 24 h | Potency, µM (doses to about 9.22 µM), without a hit: at the top dose activation, usual class: activators | 2.4% of 320,000 active | AID 485313;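 also: % of control where 0% means no effect; nearly all actives have a fitted effect of over 60% in size; reporter is driven by a mutant NPC1 promoter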
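NPC1 promoter–luciferase Huh7 cells; 24 h compound; luminescence.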
BRCA1 expr up: increases BRCA1 expression | Potency, µM (series often up to 46.1 µM), inactives show top-dose activation, hits mostly activators | MCF7-BRCA1-FFLuc reporter, luminescence, 48 h; response scale: scaled: vehicle 0%, 10 µM genistein 100% | 1.1% of 380,000 active; also: nearly all actives have a fitted effect of over 80% in size; some results filed as inactive show a strong effect at the top dose
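Quantitative HTS in MCF7 cells stably reporting BRCA1 expression via firefly luciferase. Compound treatment lasts 48 h at 37 °C in phenol-red free MEM. Activation is expressed relative to genistein at 10 microM and DMSO.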
RORg inh: inhibitors of mouse ROR gamma transcriptional activity. Drosophila S2 Gal4-RORgamma UAS-luciferase reporter, 20 h. Potency, µM (doses to about 53.6 µM), inactives show at the highest dose activity change, negative = inhibition, usual class: inhibitors. 5.4% of 310,000 active. AID 2551; also: % is scaled to controls: 0 for no effect and ±100 for the full control effect; nearly all actives have a fitted effect of over 60% in size
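Schneider cells (Drosophila), stable Gal4 DBD–ROR gamma + UAS-luc; 1 hr cmpd preincubation; Cu2+ induction 700 uM final; 20 hr ambient; luminescence.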
ELG1 genotoxic: inducers of genotoxicity in HEK293T ELG1-luciferase cells | HEK293T ELG1-luciferase reporter, luminescence, 16 h | Potency, µM (series often up to 46 µM), inactives show at the highest dose activity change, positive = activation, usual class: activators | 1.3% of 330,000 active; also: % of control where 0% means no effect; nearly all actives have a fitted effect of over 60% in size
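Genotoxicity was scored as increased ELG1-luciferase reporter signal, measured by ONE-Glo luminescence (30 min, room temperature). Compound or vehicle exposure of the HEK293T reporter cells lasted 16 hr at 37°C.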
p53 reactivation: restores transcriptional activity of mutant p53 | H1299 p53-A138V BP100-luciferase reporter, luminescence, 24 h | Potency, µM (highest dose often 92.2 µM), inactives show at the top dose activity change, positive = activation, actives largely listed as activators | 0.063% of 320,000 active | AID 504706; also: % of control where 0% means no effect; nearly all actives have a fitted effect of over 45% in size
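H1299 (p53-null), stable ts p53-A138V + BP100-Luc; 1000 cells/well, Opti-MEM/10% FBS; cpd 4 pt, 1:5; 24 h, 37 deg C, 5% CO2; detection reagent 10 min RT; luminescence.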
VP16 counter: Gal4-VP16 reporter inhibition counter-screen. Drosophila S2 Gal4-VP16 UAS-luciferase, luminescence, 20 h. Potency, µM (top dose mostly 53.6 µM), inactives show top-dose activity, negative = inhibition, usual class: inhibitors. 3.5% of 310,000 active. AID 2546;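 also: Gal4-VP16 expression switched on by copper sulfate through the metallothionein promoter; % is scaled to controls: 0 for no effect and ±100 for the full control effect; nearly all actives have a fitted effect of over 50% in size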
FLuc modulator: counter-screen for miR-21 project: firefly luciferase inhibitors or activators | purified FLuc, Km substrates, luminescence inhibition | Potency, µM (series often up to 57.5 µM), without a hit: top-dose activity change, negative = inhibition, most hits filed as inhibitors | 6.9% of 360,000 active | AID 588342;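 also: plate controls were vehicle for no effect and reference inhibitor for full effect; nearly all actives have a fitted effect of over 55% in size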
Target sequence (P08659 whole entry, looked up): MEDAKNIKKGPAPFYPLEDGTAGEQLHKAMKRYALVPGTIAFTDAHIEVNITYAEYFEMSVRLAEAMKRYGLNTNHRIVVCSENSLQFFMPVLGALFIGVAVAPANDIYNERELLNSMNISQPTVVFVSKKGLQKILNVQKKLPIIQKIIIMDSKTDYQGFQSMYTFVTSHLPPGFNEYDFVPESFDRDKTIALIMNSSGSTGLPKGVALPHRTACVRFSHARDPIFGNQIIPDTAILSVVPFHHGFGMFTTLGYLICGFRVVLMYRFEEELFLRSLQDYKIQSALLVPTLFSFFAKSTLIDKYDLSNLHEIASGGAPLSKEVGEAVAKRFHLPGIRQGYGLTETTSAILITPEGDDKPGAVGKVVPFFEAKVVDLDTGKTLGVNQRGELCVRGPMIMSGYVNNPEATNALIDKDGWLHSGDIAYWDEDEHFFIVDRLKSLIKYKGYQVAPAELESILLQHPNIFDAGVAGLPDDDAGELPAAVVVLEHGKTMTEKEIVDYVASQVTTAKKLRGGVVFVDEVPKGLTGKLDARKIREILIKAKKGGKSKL
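Biochemical qHTS of compounds, final roughly 60 µM downward over six points, against 10 nM purified firefly luciferase using Km concentrations of substrates (10 uM D-luciferin, 10 uM ATP) in Tris acetate pH 7.5 buffer; luminescence output.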
Rab9 prom act: activators of Rab9 promoter; Huh7 Rab9 promoter-luciferase reporter, luminescence, 24 h; Potency, µM (titrated, usually from 9.22 µM), for inactives: at the top dose activation, negative = inhibition, hits mostly activators; 2.8% of 320,000 active; AID 485297; also: % of control where 0% means no effect; nearly all actives have a fitted effect of over 60% in size
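Quantitative HTS format; Huh7 Rab9-luciferase reporter cells (1500/well) receive compound 2 h post-plating, incubate 24 h at 37 °C, then get luciferase reagent for 10 min before luminescence reading.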
The depositor's hits bear a star; [ ] = dose if it differs, or a comment. Unless noted, calls follow the shape of the dose curve; as a rule, active = well fitted curve in the direction sought with a large enough effect; inconclusive = small, poorly fitted or top-dose-only effect, or another doubt; inactive = no such curve, though single readings can be large; an effect the other way counts as inactive or inconclusive. Potency is read from the fitted curve at half-maximal effect. A portion of the library; the hit share may differ from the screen's.

Results for CC(C)CN(C(=O)COC(=O)CCSc1ccc(F)cc1)c1c(N)n(Cc2ccccc2)c(=O)[nH]c1=O ?
uPA generation: 0%; NPC1 promoter act: 0%; BRCA1 expr up: -17%; ELG1 genotoxic: -1%; p53 reactivation: 0%; FLuc modulator: 5%; Rab9 prom act: -1%

How did CCOc1ccc(OC(=O)c2cccc(S(=O)(=O)N3CCN(C)CC3)c2)cc1 do in these assays?
uPA generation: -9%; NPC1 promoter act: -1%; BRCA1 expr up: -25%; ELG1 genotoxic: 1%; p53 reactivation: -1%; FLuc modulator: -3%; Rab9 prom act: -9%

How did CCCOc1ccc(-c2c(C(=O)N/N=C(\C)COc3ccccc3)nnn2-c2nonc2N)cc1 do in these assays?
MLL CXXC-DNA inh: -12%; uPA generation: 1%; MBNL1 CUG block: -13%; NPC1 promoter act: 0%; BRCA1 expr up: -20%; RORg inh: inconclusive; ELG1 genotoxic: 0%; p53 reactivation: 6%; VP16 counter: 0%; FLuc modulator: 5%; Rab9 prom act: -2%

Results for CC(=O)NN1C(=O)c2ccccc2NC1c1ccccc1F (configuration not stated) ?
MLL CXXC-DNA inh: 9%; uPA generation: 2%; MBNL1 CUG block: 4%; NPC1 promoter act: -1%; BRCA1 expr up: -2%; RORg inh: -20%; ELG1 genotoxic: 0%; p53 reactivation: 5%; VP16 counter: 1%; FLuc modulator: -3%; Rab9 prom act: 0%

How did Cc1ccc(NC2CCCN(C(=O)c3cccs3)C2)cc1C (configuration not stated) do in these assays?
MLL CXXC-DNA inh: 7%; uPA generation: 9%; MBNL1 CUG block: 0%; NPC1 promoter act: 1%; BRCA1 expr up: 27%; RORg inh: 4%; ELG1 genotoxic: -2%; p53 reactivation: 4%; VP16 counter: -2%; FLuc modulator: inconclusive; Rab9 prom act: 4%

What do the screens show for `O=C(CCSc1ccc(Cl)cc1)NC1CCCC1`?
MLL CXXC-DNA inh: 2%; uPA generation: 2%; MBNL1 CUG block: -5%; NPC1 promoter act: -2%; BRCA1 expr up: 11%; RORg inh: 31%; ELG1 genotoxic: -1%; p53 reactivation: -2%; VP16 counter: -8%; FLuc modulator: -2%; Rab9 prom act: 2%

What do the screens show for `Cn1c(SCC(=O)Nc2ccc3nc(SCC(=O)NC4CC4)sc3c2)nnc1-c1ccccc1`?
MLL CXXC-DNA inh: 7%; uPA generation: 1%; MBNL1 CUG block: -10%; NPC1 promoter act: -3%; BRCA1 expr up: -6%; RORg inh: -22%; ELG1 genotoxic: 3%; p53 reactivation: -5%; VP16 counter: -20%; FLuc modulator: -2%; Rab9 prom act: -4%

What do the screens show for `Cc1c(Cl)cccc1NC(=S)NCCc1ccc(S(N)(=O)=O)cc1`?
MLL CXXC-DNA inh: 8%; uPA generation: -10%; MBNL1 CUG block: -14%; NPC1 promoter act: -2%; BRCA1 expr up: -1%; RORg inh: 8%; ELG1 genotoxic: -9%; p53 reactivation: -15%; VP16 counter: 11%; FLuc modulator: 2%; Rab9 prom act: -3%

What do the screens show for `CCNC(=S)NNC(=O)Nc1ccccc1`?
MLL CXXC-DNA inh: 0%; MBNL1 CUG block: 1%; NPC1 promoter act: -1%; BRCA1 expr up: 3%; RORg inh: -35%; ELG1 genotoxic: -2%; p53 reactivation: 1%; VP16 counter: 5%; FLuc modulator: 4%; Rab9 prom act: -3%

What do the screens show for `Cc1ccc(N2CC(C(=O)Nc3ccc4c(c3)OCO4)CC2=O)cc1C` (configuration not stated)?
MLL CXXC-DNA inh: 22%; uPA generation: 1%; MBNL1 CUG block: 2%; NPC1 promoter act: 2%; BRCA1 expr up: 0%; RORg inh: -8%; ELG1 genotoxic: 2%; p53 reactivation: -3%; VP16 counter: 1%; FLuc modulator: -2%; Rab9 prom act: 3%

Results for CCN1CCCc2cc(CN(CCN3CCOCC3)C(=S)Nc3ccc(OC)c(Cl)c3)ccc21 ?
MLL CXXC-DNA inh: -2%; uPA generation: 9%; MBNL1 CUG block: 15%; NPC1 promoter act: -2%; BRCA1 expr up: -15%; RORg inh: -32%; ELG1 genotoxic: 5%; p53 reactivation: 5%; VP16 counter: 1%; FLuc modulator: 3%; Rab9 prom act: -2%

How did O=C(NCc1ccc2c(c1)OCO2)C(=O)Nc1cc2c3c(c1)CC(=O)N3CCC2 do in these assays?
uPA generation: 16%; NPC1 promoter act: 7%; BRCA1 expr up: -20%; ELG1 genotoxic: 6%; p53 reactivation: -6%; FLuc modulator: -1%; Rab9 prom act: -1%

How did CO/N=C/c1ccc(N2CCN(C(=O)c3ccc(Cl)cc3Cl)CC2)c([N+](=O)[O-])c1 do in these assays?
MLL CXXC-DNA inh: 13%; MBNL1 CUG block: inconclusive; NPC1 promoter act: -1%; BRCA1 expr up: -70%; RORg inh: inconclusive; ELG1 genotoxic: -12%; p53 reactivation: -2%; VP16 counter: inconclusive; FLuc modulator: 4%; Rab9 prom act: 1%

What do the screens show for `O=C(NC(C(=O)c1ccccc1)n1ccc(=O)[nH]c1=O)c1ccccc1` (configuration not stated)?
MLL CXXC-DNA inh: -5%; uPA generation: 2%; MBNL1 CUG block: -11%; NPC1 promoter act: 9%; BRCA1 expr up: 12%; RORg inh: -4%; ELG1 genotoxic: 14%; p53 reactivation: 9%; VP16 counter: 4%; FLuc modulator: 2%; Rab9 prom act: 15%

Results for COc1cc(OC)cc(C(=O)NNC(=O)c2ccc3ccccc3n2)c1 ?
uPA generation: inconclusive; NPC1 promoter act: -3%; BRCA1 expr up: -77%; ELG1 genotoxic: inconclusive; p53 reactivation: inconclusive; FLuc modulator: inconclusive; Rab9 prom act: -20%

What do the screens show for `CC(C)Sc1nc2ccsc2c(=O)[nH]1`?
MLL CXXC-DNA inh: 1%; uPA generation: 1%; MBNL1 CUG block: -1%; NPC1 promoter act: 1%; BRCA1 expr up: 0%; RORg inh: 28%; ELG1 genotoxic: 3%; p53 reactivation: -1%; VP16 counter: 1%; FLuc modulator: -17%; Rab9 prom act: -4%

Results for O=C(CSc1ccccc1)N/N=C/c1ccccc1O ?
MLL CXXC-DNA inh: -16%; uPA generation: -4%; MBNL1 CUG block: 4%; NPC1 promoter act: -39%[inhibitor]; BRCA1 expr up: -17%; RORg inh: 0.63µM*; ELG1 genotoxic: inconclusive; p53 reactivation: 6%; VP16 counter: 1.6µM*; FLuc modulator: inconclusive; Rab9 prom act: -18%

What do the screens show for `Cn1nc(-c2ccc(Cl)cc2)cc1NC(=O)CC(C)(C)CC(=O)O`?
MLL CXXC-DNA inh: -13%; uPA generation: 4%; NPC1 promoter act: 4%; BRCA1 expr up: 7%; RORg inh: inconclusive; ELG1 genotoxic: 11%; p53 reactivation: 1%; VP16 counter: -2%; FLuc modulator: inconclusive; Rab9 prom act: -2%

What do the screens show for `COc1ccc(C(=O)OCc2nnc(-c3ccccc3)o2)cc1S(=O)(=O)N1CCOCC1`?
uPA generation: 1%; NPC1 promoter act: -1%; BRCA1 expr up: 8%; ELG1 genotoxic: 1%; p53 reactivation: 12%; FLuc modulator: -4%; Rab9 prom act: -2%

What do the screens show for `CCOc1ncccc1C(=O)OCC(=O)Nc1cc(C(=O)OC)ccc1C(=O)OC`?
MLL CXXC-DNA inh: 0%; MBNL1 CUG block: -6%; NPC1 promoter act: -3%; RORg inh: 4%; ELG1 genotoxic: 1%; p53 reactivation: 14%; VP16 counter: 0%; FLuc modulator: 1%; Rab9 prom act: 7%

What do the screens show for `CS(=O)(=O)N1N=C(c2ccco2)CC1c1ccccc1Cl` (configuration not stated)?
MLL CXXC-DNA inh: 39%[activator]; uPA generation: 2%; MBNL1 CUG block: -2%; NPC1 promoter act: 2%; BRCA1 expr up: -21%; RORg inh: 1%; ELG1 genotoxic: 4%; p53 reactivation: -3%; VP16 counter: -7%; FLuc modulator: 7%; Rab9 prom act: -6%

What do the screens show for `CCCNC(=O)c1nc(C)n(-c2cc(Cl)cc(Cl)c2)n1`?
MLL CXXC-DNA inh: 5%; uPA generation: -1%; MBNL1 CUG block: -6%; NPC1 promoter act: -2%; BRCA1 expr up: -10%; RORg inh: 16%; ELG1 genotoxic: 0%; p53 reactivation: -4%; VP16 counter: 1%; FLuc modulator: -1%; Rab9 prom act: 0%
